Screens: PubChem, several laboratories
FXIIa inh: human FXIIa protease inhibitors, primary screen, biochemical, 1536-well; Coagulation factor XII (Homo sapiens), P00748; AID 800, 2007; inhibition, % at 5 µM; actives 0.3% (n = 220,000); purified FXIIa, Boc-QGR-AMC fluorogenic substrate, 2 h; in the data active means inhibition above about 40%;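 further: 0% = enzyme with no compound and 100% = blank without enzyme; many of its hits are not listed in these tables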
hK5 inh: human KLK5 protease inhibitors, primary screen, biochemical, 1536-well | AID 873, 2007 | Kallikrein-5 (Homo sapiens), Q9Y337 | recombinant hK5, fluorogenic AMC substrate cleavage | inhibition, % at 5 µM | actives 0.59% (n = 210,000);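 active means inhibition of 40% or more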;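 further: 0% = enzyme controls without compound and 100% = no-enzyme blanks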
L929 necroptosis: inhibitors of zVAD-triggered necroptosis, primary screen, L929 cells; AID 1377, 2008; viability rescue, % at 10 µM; L929 zVAD necroptosis rescue, ATP luminescence, 24 h; with zVAD 60 µM; actives 0.38% (n = 220,000);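 active means activation, scaled between plate controls, above about 75%, limit read from the data; inactive means activation under that limit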;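 further: 0% = zVAD with DMSO and 100% = DMSO alone without zVAD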
TNF death inh: inhibitors of TNF-alpha triggered necroptosis, primary screen, cell-based, Jurkat FADD-/-, single concentration | AID 463075, 2010 | actives 0.068% (n = 220,000) | Jurkat FADD-/- TNF necroptosis rescue, ATP luminescence, 24 h; 0 = TNF only, 100 = no-TNF cells | activation (protection from cell death), % at 10 µM;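 active means activation, meaning protection from cell death, of at least 50% relative to plate controls; inactive means activation below 50%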;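 further: necroptosis triggered by 40 ng/mL TNF-alpha added together with compound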
KCC2 mod: KCC2 cotransporter modulators, thallium flux, primary screen, cell-based, HEK293 KCC2, FluoZin-2 fluorescence, MLSMR. Solute carrier family 12 member 5 (Homo sapiens), Q9H2X9. KCC2 cells, thallium flux FluoZin-2 fluorescence. B-score of Tl+ flux slope (higher = more flux/activation; lower = inhibition) at 10 µM. actives 2.2% (n = 190,000). AID 1456, 2008;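 active means thallium flux slope and its plate-corrected score both differing from the plate sample mean at a set confidence after two filtering rounds, in either direction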;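 further: slope of fluorescence scaled to starting intensity during 10 to 20 s after thallium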
thrombin 1536: human alpha-thrombin inhibitors, primary screen, counter-screen for coagulation protease inhibitor project, biochemical, 1536-well, fluorogenic AMC substrate. AID 1046, 2008. inhibition, % at 5 µM. actives 0.26% (n = 220,000). Boc-VPR-AMC fluorogenic substrate cleavage. Prothrombin (Homo sapiens), P00734;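 active means inhibition at or above 40%; inactive means inhibition below 40%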;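 further: 0% = enzyme with no compound and 100% = wells without enzyme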
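Material: human alpha-thrombin enzyme / Medium: pH 7.5 Tris (50 mM) with NaCl 150 mM, Tween 20 0.05% / Compound: single-point dosing at 5 µM, 0.2% DMSO / Incubation: enzyme reaction carried out at room temperature / Detection: AMC fluorescence, 355/460 nm / Read-out basis: percent inhibition scaled between no-compound controls and no-enzyme blanks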
Hck Nef HTS: inhibitors of Nef-activated human Hck kinase, primary screen, biochemical, Z-Lyte FRET, 384-well, Hck-YEEI. actives 0.68% (n = 220,000). Recombinant Hck-YEEI plus Nef, Z-Lyte FRET kinase assay. inhibition, % at 20 µM. Tyrosine-protein kinase HCK (Homo sapiens), P08631;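 active means Hck-Nef kinase inhibition above about 50%, limit read from the data; inactive means inhibition below that limit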;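 further: 0% = DMSO with Hck plus Nef and 100% = Hck alone without Nef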
FXIa inh: human FXIa protease inhibitors, primary screen, biochemical, 1536-well. Coagulation factor XI (Homo sapiens), P03951. purified FXIa, Boc-Glu-Ala-Arg-AMC fluorogenic substrate. inhibition, % at 5 µM. actives 0.14% (n = 220,000). AID 798, 2007;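 active means inhibition of at least 40%; inactive means inhibition below 40%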;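 further: fluorescence of freed AMC excited at 355 nm; 0% = enzyme without compound and 100% = no enzyme blank; many of its hits are not listed in these tables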
Target sequence (P03951 19-387 limits assumed): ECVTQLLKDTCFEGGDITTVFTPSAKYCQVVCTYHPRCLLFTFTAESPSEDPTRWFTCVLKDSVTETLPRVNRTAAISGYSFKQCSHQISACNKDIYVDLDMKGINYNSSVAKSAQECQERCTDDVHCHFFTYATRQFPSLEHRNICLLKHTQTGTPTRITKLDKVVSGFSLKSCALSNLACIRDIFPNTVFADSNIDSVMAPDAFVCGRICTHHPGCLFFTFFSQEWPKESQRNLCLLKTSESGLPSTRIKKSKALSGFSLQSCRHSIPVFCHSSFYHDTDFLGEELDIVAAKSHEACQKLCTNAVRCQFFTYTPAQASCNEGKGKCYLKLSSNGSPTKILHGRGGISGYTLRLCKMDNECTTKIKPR
Target sequence (P03951 388-625 limits assumed): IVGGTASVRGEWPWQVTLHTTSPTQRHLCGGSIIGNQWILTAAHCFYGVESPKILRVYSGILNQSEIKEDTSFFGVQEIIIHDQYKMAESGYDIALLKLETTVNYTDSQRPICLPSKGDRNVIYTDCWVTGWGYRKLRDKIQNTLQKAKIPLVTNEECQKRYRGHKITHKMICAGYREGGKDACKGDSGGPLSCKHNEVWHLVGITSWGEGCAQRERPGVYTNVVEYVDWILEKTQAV
Rad51 HR inh: human RAD51 strand exchange inhibitors, primary screen, biochemical, fluorescence | DNA repair protein RAD51 homolog 1 (Homo sapiens), Q06609 | inhibition, % at 10 µM | AID 1385, 2008 | actives 0.085% (n = 200,000) | hRad51 DNA strand exchange, fluorescence dequenching;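 active means inhibition above 40% at the single screening dose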;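 further: 0% = DMSO control wells and 100% = blanks with heterologous ssDNA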
Target sequence (Q06609 whole entry, looked up): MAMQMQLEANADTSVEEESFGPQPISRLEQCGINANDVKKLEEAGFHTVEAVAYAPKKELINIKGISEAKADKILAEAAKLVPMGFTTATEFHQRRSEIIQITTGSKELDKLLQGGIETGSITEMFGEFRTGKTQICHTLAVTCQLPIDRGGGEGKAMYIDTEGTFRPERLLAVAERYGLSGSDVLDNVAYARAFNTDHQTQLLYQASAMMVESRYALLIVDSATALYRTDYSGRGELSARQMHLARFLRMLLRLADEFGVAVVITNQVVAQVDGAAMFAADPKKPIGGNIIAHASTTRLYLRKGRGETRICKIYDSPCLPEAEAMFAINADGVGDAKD
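Material: hRad51 filaments on single-stranded DNA; Reagent: Donor/quencher-labelled 47-bp dsDNA substrate; Compound: 10 µM final, single point; Schedule: 37 °C 15-min filament assembly, 30-min compound preincubation, 15-min exchange; Technique: FRET fluorescence, excitation 485 nm, emission 520 nm; Benchmarks: control wells and blank wells on each plate.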
The depositor's hits bear a star; x = not tested or not shown. An excerpt. The share of hits here may be higher or lower than overall.

SMILES	FXIIa inh	hK5 inh	L929 necroptosis	TNF death inh	KCC2 mod	thrombin 1536	Hck Nef HTS	FXIa inh	Rad51 HR inh
N#Cc1c(-c2ccccc2Cl)c2c([nH]c1=O)-c1ccccc1OC2	-35	-32	3.0	3.1	-0.36	-28	146*	-17	-8
O=C(NC(=S)N(CCO)Cc1ccccc1)c1ccc(S(=O)(=O)N2CCCC2)cc1	14	-1	1.5	0.2	-0.4	x	20	0	1
COc1cc(C(=O)OCC2CC(c3ccccc3)=NO2)cc(OC)c1OC (stereo not drawn)	7	-4	2.2	1.2	-1.7	-3	22	4	11
CCOC(=O)C1CCCN(C(=O)COc2ccc(S(=O)(=O)N(CC)c3ccccc3)cc2)C1 (stereo not drawn)	10	1	0.7	-0.3	-0.91	-3	21	3	-10
Nc1nc(SCC(=O)N2CCCC2)[nH]c(=O)c1NC(=O)c1cccs1	6	-6	1.2	-1.7	0.47	-10	1	-6	x
Fc1ccc(OCc2nc(-c3ccncc3)n[nH]2)cc1	11	-6	0.5	2.1	-3.3	2	-29	8	8
COc1cc(OC)c2c(=O)cc(-c3cccnc3)oc2c1	7	2	0.6	-3.6	0.2	0	33	0	3
COc1ccc2cc(C(=O)C3CCCN(Cc4cnc(C)s4)C3)ccc2c1 (stereo not drawn)	7	x	-1.1	-2.4	1.1	-3	-1	0	13
N#Cc1ccccc1CSc1nnc(Cc2ccccc2)o1	3	-17	0.0	2.5	-1.1	3	13	-28	4
C#CC(C)(C)NC(=O)c1sccc1Oc1ccc(F)cc1[N+](=O)[O-]	10	3	0.3	0.3	x	40	23	1	-5
Cc1ccc2c(Cl)c(C(=O)NCc3cccnc3)sc2c1	5	3	-0.1	-5.3	-1.1	-4	3	-8	9
Cc1ccc(S(=O)(=O)NC(=O)Nc2nc(-c3ccc(F)c(F)c3)cs2)cc1	6	-2	1.8	1.7	-1.3	-4	19	-2	x
CCOc1ccc(-n2c(Cc3cc(=O)[nH]c(=O)[nH]3)nnc2SCC)cc1	12	2	0.0	-2.5	0.96	-5	3	2	0
COc1ccc(NC(=O)C23CC4CC(C2)CC(n2cnc(Br)n2)(C4)C3)c(OC)c1	3	-11	1.6	0.3	-1.4	-5	-7	-8	9
CCN(CC)C(=O)Oc1ccccc1NC(C)=O	1	-1	-0.1	-0.8	-0.18	-9	1	-3	-7
CCC(C)(C)n1nnnc1C(c1ccc(N(C)C)cc1)N1CCN(C2CCCCC2)CC1 (stereo not drawn)	11	-8	-0.5	-2.9	-0.21	-5	2	4	2
CCN(CC(=O)Nc1ccc(N2CCOCC2)cc1)CC(=O)NC(C)(C)C	10	9	1.2	0.1	0.0046	-1	1	0	x
COc1ccc(OCCC(=O)OCC(=O)c2ccc[nH]2)cc1	12	16	0.4	0.0	x	3	19	4	x
CCC(=O)Nc1ccc(C(=O)CSc2nnc(-c3cccnc3)o2)cc1	3	-4	-0.2	-0.8	-0.17	-3	2	0	2
O=C1CN(C(=O)c2ccccn2)c2ccccc2N1	12	12	1.7	0.5	0.57	10	-5	1	4
CCOC(=O)Cn1cc(/C=C(/C#N)C(=O)NC(C)C)c2ccccc21	9	5	28	0.7	-0.49	-8	20	0	-1
c1ccc(-c2nnnc3ccccc23)cc1	-2	-13	1.5	1.9	2.1	-7	1	-8	8
O=C(Nc1ccc(N2CCN(C(=O)c3ccc(Cl)cc3)CC2)cc1)c1ccc2c(c1)OCCO2	7	-10	-1.2	-17	0.51	-6	-1	-6	-4
O=C1CN(S(=O)(=O)c2ccc(Cl)cc2C(F)(F)F)CCN1	2	-6	-0.5	0.1	-0.0078	-10	2	-4	-1
CCN(C(=O)CN1CCOCC1)C1(C)C(=O)c2ccccc2C1=O	6	-18	-0.6	0.4	0.32	-6	2	6	x
CO/C=C/C#CC1(O)CCN(C)CC1	18	-29	0.1	0.5	1.5	-9	4	6	0
CCN(CC)c1ccc(S(=O)(=O)N2CCOCC2)cc1NS(C)(=O)=O	7	-7	2.2	0.8	0.8	-13	25	-2	31
CC1=C(C(=O)Nc2ccccn2)C(c2ccc(Br)cc2)n2ncnc2N1 (stereo not drawn)	15	4	0.0	0.3	-0.45	1	9	6	1
CCN(CC)C(=O)c1sc(NC(=O)C(Sc2ccccc2)c2ccccc2)c(C(=O)OC(C)C)c1C (stereo not drawn)	3	-8	0.5	1.4	-0.92	0	-8	1	-16
CCOc1ccc(NC(=S)N/N=C(\C)Cc2ccc(OC)cc2)cc1	7	-14	-0.2	-0.1	2	2	1	0	0
O=C(c1cnn(C(=O)c2ccccc2)c1)c1ccccc1O	18	6	-0.2	-1.1	-2.2	16	62*	-4	4
COc1cc(-c2nnc(SCC(=O)Nc3ccc4c(c3)OCCO4)o2)cc(OC)c1OC	-2	-4	0.5	-1.0	0.94	-6	-1	-5	-3
COCC(=O)N(C)c1nnc(-c2ccc([N+](=O)[O-])cc2)s1	23	-15	-0.3	-0.1	x	3	0	10	5
CCOC(=O)C1CCN(C(=O)Cc2c(C(=O)O)[nH]c3ccccc23)CC1	6	11	1.7	0.1	0.63	-5	0	-5	-2
CCn1c(C)nc2cc(C(=O)NNS(=O)(=O)c3ccccc3F)ccc21	32	14	-0.1	-1.1	-0.54	-3	0	-5	x
CCn1cc(C(=O)O)c(=O)c2cnc(N3CCN(C(=O)Nc4ccccc4)CC3)nc21	x	x	1.2	-0.6	-0.013	x	2	x	x
COCCCNCC(=O)c1c(N)n(Cc2ccccc2)c(=O)n(C)c1=O	13	-26	-0.2	-1.2	-0.1	1	-1	3	0
CC(c1ccco1)N(C(=O)Nc1ccc(Cl)cc1)c1ccccn1 (stereo not drawn)	18	-7	0.1	-3.1	-0.011	0	1	6	-3
O=S(=O)(NCCCc1ccccc1)c1ccccc1	17	5	0.3	0.0	-2	1	4	-1	6
Cc1cccc(NC(=O)N2CCC(NC(=O)c3ccco3)CC2)c1	14	5	2.9	-0.5	1.1	-1	19	-1	-2
O=C(Nc1ccc2nc[nH]c2c1)c1ccco1	12	-4	2.0	-2.6	x	4	-1	7	-6
COC(=O)[C@H](Cc1ccccc1)NC(=O)N1CCCCC1C (stereo partly drawn)	20	-10	0.0	-0.7	-1.9	3	-1	2	0
Cc1ccc(NC(=O)COC(=O)c2cc(Cl)ccc2[N+](=O)[O-])c(C)c1	13	-14	1.0	0.7	-0.029	-4	3	6	17
Cc1nn(C(C)(C)C)c(NC(=O)c2ccc(Cl)cc2)c1Br	8	-3	-0.2	-1.6	-1.3	-1	6	3	5
O=C(C1=C[C@@H](c2coc3ccccc3c2=O)C[C@@H](OCCCCO)O1)N1CCN(Cc2ccccc2)CC1	14	7	-0.2	1.7	-1.9	2	-7	11	-7
COc1ccc(CNC(=O)COC(=O)Cc2ccc(Cl)cc2Cl)cc1	11	-9	-0.1	0.9	1.1	-15	3	3	-5
CC(=O)Nc1cccc(NC(=O)Nc2ccc(F)cc2F)c1	-2	-2	1.5	1.5	0.99	-13	22	-4	-108
Cc1ccc(-n2c(SCC(N)=O)nnc2-c2ccccn2)cc1C	-12	-27	0.7	3.4	0.081	-11	0	-8	6
C[C@@H]1CN(C(=O)c2nc3ccc(Cl)cn3c2CNCC[C@@H]2C[C@@H]3C=C[C@H]2C3)C[C@H](C)O1	6	x	-0.2	1.3	x	-5	-4	0	x
COC(=O)c1sc(=S)n(Cc2ccccc2)c1C	4	-5	-0.3	0.6	-2.2	2	2	-7	17
CCOC(=O)c1cc(-c2ccccc2)sc1NC(=O)CSc1nnc(N)s1	9	0	0.0	0.4	x	2	15	3	x
O=C(NC1(C(F)(F)F)NC(=O)N(c2ccccc2F)C1=O)c1ccncc1 (stereo not drawn)	7	-22	0.4	0.2	-0.0088	-7	3	2	3
NS(=O)(=O)c1ccc(NC(=O)COC(=O)c2cn(-c3ccccc3)nc2-c2ccc(F)cc2)cc1	15	-18	-0.1	1.5	1.8	-9	0	5	-3
Cc1ccc(C)c(-n2c(SCC(N)=O)nnc2-c2ccccn2)c1	12	7	0.0	-8.7	-0.16	0	-1	4	7
COCCCN(C(=S)Nc1cc(Cl)cc(Cl)c1)C(C)c1ccccn1 (stereo not drawn)	10	-3	-0.7	0.4	-1.5	0	-7	-3	10
O=C(NC1=NCCS1)c1cc(-c2cccs2)nc2ccccc12	4	-2	0.0	3.5	-0.59	-3	15	-2	0
O=[N+]([O-])c1cc(S(=O)(=O)N2CCCC2)ccc1O	5	-15	0.3	1.6	0.69	-5	3	0	x
O=C(CN1C(=O)C2C3C=CC(C4CC34)C2C1=O)NCc1ccco1 (stereo not drawn)	x	3	1.1	-0.1	0.035	2	-2	0	-1
CCc1nc(N)c(C#N)c(-c2cccn2C)c1C	x	x	0.5	-2.0	0.87	x	7	x	-6
Cc1ccccc1NC(=O)Cn1c(O)c(N=NC(=O)c2ccccc2O)c2ccccc21	11	66*	0.2	-1.3	0.57	24	10	20	-16

hK5 inh: what is marked active above
Structure,FXIIa inh,hK5 inh,KCC2 mod,Hck Nef HTS,FXIa inh,Rad51 HR inh
Cc1ccccc1NC(=O)Cn1c(O)c(N=NC(=O)c2ccccc2O)c2ccccc21,11,66*,0.57,10,20,-16

Next part.
SMILES	FXIIa inh	hK5 inh	L929 necroptosis	TNF death inh	KCC2 mod	thrombin 1536	Hck Nef HTS	FXIa inh	Rad51 HR inh
Cc1scc(C(=O)O)c1-c1c(C(=O)O)csc1C	26	-20	1.1	1.0	0.5	-1	1	19	1
CCc1c(C)[nH]c2ccc(OC)cc2c1=S	5	-2	0.6	-1.1	x	-14	11	-4	13
COc1cc2c(cc1OC)CN(C(=O)c1ccco1)CC2	18	21	0.3	-0.4	0.11	x	11	6	-10
CN(C)CCCNC(=O)c1cc(C(=O)c2ccc(F)cc2)c[nH]1	1	-6	36	1.6	-0.014	-11	-14	-7	4
CC1=CC2=NC(=O)CC(C)(C(=O)N(CC(=O)NC(C)(C)C)Cc3ccccc3)N2C=C1 (stereo not drawn)	8	-9	6.7	0.6	0.37	-4	17	-4	-5
O=C(COc1ccc(Cl)cc1Cl)Nc1nnc(C2=COCCO2)o1	4	10	0.4	0.6	0.43	-8	6	-3	x
CCOc1cc(/C=N/NC(=O)c2cccnc2)ccc1OC(=O)c1ccco1	9	x	0.7	0.2	-0.057	2	-17	3	5
CCC(c1nnnn1C1CCCC1)N1CCC(C(N)=O)CC1 (stereo not drawn)	6	0	0.1	0.2	-0.76	x	15	-2	-9
